Source: PubChem BioAssay (Sanford-Burnham Center for Chemical Genomics)
697 NFkB inh: inhibitors of PMA/ionomycin-induced NF-kB reporter, 697 cells, primary screen, B-cell NF-kB inhibitor project, cell-based, luminescence, uHTS | 0.33% of 330,000 active | inhibition, % at 4 µM | 697 B-cell NF-kB luciferase reporter, 16 h | AID 435022, 2010; in the data active means inhibition above about 35%
tim10-1 inh: growth inhibitors of tim10-1 mutant yeast, primary screen, luminescence, uHTS; 2.2% of 330,000 active; S. cerevisiae tim10-1 ts strain growth, BacTiter-Glo, 24 h; AID 463190, 2010; inhibition, % at 20 µM;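 active means inhibition of at least 40%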;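 further: mutant grown at 25 °C; 0% = DMSO wells with yeast and 100% = wells holding no yeast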
TIM10 inh: growth inhibitors of isogenic TIM10 control yeast, primary screen, counter-screen for tim10-1 yeast inhibitor project, luminescence, uHTS | AID 463195, 2010 | inhibition, % at 10 µM | S. cerevisiae TIM10 strain growth, BacTiter-Glo luminescence, 24 h | 1.4% of 330,000 active;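 active means inhibition of 40% or more at the single tested concentration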;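 further: wild-type TIM10 isogenic control strain grown at permissive 25 °C; 0% = DMSO yeast wells and 100% = minimal medium wells without yeast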
Mdm2 MdmX PPI: inhibitors of human Mdm2-MdmX association, primary screen, cell-based, luminescence, split luciferase, SaOS-2, uHTS | inhibition, % at 8 µM | Protein Mdm4 (Homo sapiens) + E3 ubiquitin-protein ligase Mdm2 (Homo sapiens), … | AID 485346, 2010 | SaOS-2 split-luciferase Mdm2/MdmX complementation | 3% of 330,000 active;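 active means inhibition of at least 50% at 8 µM in the primary screen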
Target sequence (O15151 whole entry, looked up): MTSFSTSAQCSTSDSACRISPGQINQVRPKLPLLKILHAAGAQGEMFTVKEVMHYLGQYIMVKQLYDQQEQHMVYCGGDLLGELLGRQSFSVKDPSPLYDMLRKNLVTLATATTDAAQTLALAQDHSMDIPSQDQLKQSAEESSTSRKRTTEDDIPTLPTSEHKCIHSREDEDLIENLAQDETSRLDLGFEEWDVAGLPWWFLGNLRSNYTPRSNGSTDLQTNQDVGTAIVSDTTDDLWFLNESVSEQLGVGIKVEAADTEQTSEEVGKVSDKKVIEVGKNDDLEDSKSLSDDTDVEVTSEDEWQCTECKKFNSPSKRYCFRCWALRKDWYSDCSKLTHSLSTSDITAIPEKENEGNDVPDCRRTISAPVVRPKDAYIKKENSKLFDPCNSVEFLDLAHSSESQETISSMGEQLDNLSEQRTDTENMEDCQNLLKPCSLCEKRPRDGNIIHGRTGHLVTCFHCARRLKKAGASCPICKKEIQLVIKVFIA
Target sequence (Q00987 whole entry, looked up): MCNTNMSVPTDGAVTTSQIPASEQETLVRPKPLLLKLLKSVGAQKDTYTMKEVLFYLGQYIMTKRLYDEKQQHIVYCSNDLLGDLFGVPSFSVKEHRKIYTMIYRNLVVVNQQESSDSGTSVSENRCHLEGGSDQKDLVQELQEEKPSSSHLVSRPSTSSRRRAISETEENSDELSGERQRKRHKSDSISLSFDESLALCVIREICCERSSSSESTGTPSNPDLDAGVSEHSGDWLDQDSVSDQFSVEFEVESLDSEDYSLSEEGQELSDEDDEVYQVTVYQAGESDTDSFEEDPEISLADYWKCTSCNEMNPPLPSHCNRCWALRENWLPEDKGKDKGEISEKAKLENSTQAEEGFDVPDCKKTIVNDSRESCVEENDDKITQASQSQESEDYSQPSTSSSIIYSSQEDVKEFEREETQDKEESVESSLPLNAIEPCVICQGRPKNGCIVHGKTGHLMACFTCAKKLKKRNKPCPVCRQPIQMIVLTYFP
UPR XBP1 act: activators of adaptive XBP1 UPR arm, primary screen, cell-based, CHO-XBP1 luciferase reporter, luminescence, uHTS; activation, % at 20 µM; 0.33% of 330,000 active; IRE1-XBP1 UPR activation; percent of tunicamycin response, DMSO as zero; AID 463104, 2010;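 active means versus positive control, 20 µM dose yields 30% or more activation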;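 further: 100% = tunicamycin at 10 µg/mL and 0% = DMSO only wells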
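incubation = overnight seeding at 37 °C, 6 h compound treatment at 37 °C | assay system = CHO-XBP1 cells stably carrying IRE1-XBP1-driven luciferase reporter | input = 1000 cells per well | detection = luciferase luminescence | dosing = single point, 20 µM final compound, 1% DMSO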
CHOP UPR activ: activators of apoptotic CHOP UPR arm, primary screen, cell-based, CHO-CHOP luciferase reporter, luminescence, uHTS. UPR activation; percent of tunicamycin response over DMSO baseline. activation, % at 10 µM. 0.34% of 330,000 active;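 active means at 10 µM dose, activation of 40% or more, normalized to positive control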;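 further: 100% = tunicamycin at 10 µg/mL and 0% = DMSO alone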
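System: CHO CHOP reporter cells. Amount: 500 cells per well. Buffer or medium: F12 medium, 10% FBS. Compound dosing: one dose, 10 µM in 0.5% DMSO. Incubation: 6 h compound exposure at 37 °C after overnight seeding. Technique: Steady-Glo luciferase luminescence. Benchmarks: tunicamycin and DMSO controls.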
Jurkat NFkB inh: inhibitors of induced NF-kB luciferase reporter, primary screen, TCR NF-kB activation inhibitor project, cell-based, luminescence, uHTS; AID 435003, 2010; 0.53% of 330,000 active; inhibition, % at 4 µM; Jurkat, PMA/ionomycin-induced NF-kB luciferase reporter; in the data active means inhibition above about 50%
tim23-1 inh: growth inhibitors of tim23-1 mutant yeast, primary screen, luminescence, uHTS; S. cerevisiae tim23-1 growth, BacTiter-Glo luminescence, 24 h; inhibition, % at 20 µM; 1.3% of 330,000 active;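 active means growth inhibition of the mutant yeast at or above 50%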;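 further: temperature-sensitive mutant grown at 25 °C; plate controls were DMSO-treated mutant yeast for no effect and medium wells lacking yeast for full effect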
The depositor's hits bear a star. The order is random; about 6.6% have a hit in one of these screens.

SMILES	697 NFkB inh	tim10-1 inh	TIM10 inh	Mdm2 MdmX PPI	UPR XBP1 act	CHOP UPR activ	Jurkat NFkB inh	tim23-1 inh
COc1cccc(N2CC(C)Cn3c2nc2c3c(=O)[nH]c(=O)n2C)c1 (stereo unspecified)	21	8	-3	13	-5	2.4	24	-9
O=C1c2ccccc2NC(c2ccco2)N1/N=C/c1ccco1 (stereo unspecified)	-14	7	8	-7	2	1.1	-21	14
CC1=CSC2=NC(=O)/C(=C\c3cccn3-c3ccccc3)C(=N)N12	0	22	14	-3	1	2.5	5	-8
COc1cc2c(cc1OC)CN(c1ccc(-c3ccccc3OC)nn1)CC2	0	28	13	1	6	0.2	-18	21
Cc1cc(F)ccc1S(=O)(=O)N1CCCCC1CCNC(=O)C(=O)NCCN1CCOCC1 (stereo unspecified)	7	22	14	21	0	3.2	4	8
CC(=O)Nc1ccc(C(=O)/C=C/c2ccco2)cc1	-18	-10	-4	-34	-1	1.7	-5	2
O=C(O)C1=C[C@H](c2ccc(C(F)(F)F)cc2)C[C@H](OCc2ccc(CO)cc2)O1	10	19	15	16	0	-0.3	22	21
CCCCNC(=O)C1CC(=O)N(C2CCCCC2)C1 (stereo unspecified)	1	-12	-12	3	0	-0.3	0	4
Cc1ccc(-c2nc3ccccc3o2)cc1NC(=O)c1ccc2c(c1)OCO2	-112	22	22	-72	-1	3.0	-130	9
O=C(C1=NN[C@@H]2C(=O)N(c3cccc(F)c3)C(=O)[C@H]12)c1ccc2ccccc2n1	0	12	6	6	0	1.7	-5	20
COC(=O)CN(C)C(=O)c1ccc(OC2CCN(S(=O)(=O)N(C)C)CC2)cc1	-12	-15	-8	-3	-6	2.1	-15	-5
COc1cc(OC)cc(C(=O)NC2=NCCS2)c1	6	9	11	9	0	1.6	7	7
CC[C@@]1(c2ccccc2OC)ON(c2ccccc2C(F)(F)F)C1=O	8	5	34	89*	2	12	3	57*
COc1cccc(-n2c(Cc3cc(=O)[nH]c(=O)[nH]3)nnc2SCC(=O)NC2CCCC2)c1	8	15	7	-20	-2	0.2	1	8
COC(=O)CNC(=O)c1ccccc1C	4	14	7	47	-1	6.5	11	9
Cc1ccc(NC(=O)CC2S/C(=N/N=C3\CCCc4ccccc43)NC2=O)cc1 (stereo unspecified)	11	32	37	14	-1	-1.8	-1	16
CCOC(=O)C1C(=O)C=C(C)C(C(=O)OCC)C1c1cccc([N+](=O)[O-])c1 (stereo unspecified)	2	-5	-4	-7	-3	4.4	8	29
COc1cc(/C=N/NS(=O)(=O)c2ccccc2)ccc1OS(=O)(=O)c1ccc(C)cc1	13	8	8	-12	-2	3.0	7	14
O=C(OCC(=O)c1cccs1)c1ccc([N+](=O)[O-])o1	1	20	14	-9	-2	1.4	0	24
c1ccc2c(c1)CC(N1CCCCC1)c1ccccc1N2 (stereo unspecified)	-1	7	-3	-3	7	0.2	-1	11
CCCC(=O)Oc1ccc(N(C(=O)CCC)S(=O)(=O)c2cccs2)cc1	-19	30	11	-13	-2	1.0	-8	35
COc1ccccc1CCN=C(N)NS(=O)(=O)c1ccccc1F	-4	-1	-5	23	-6	-0.3	-12	3
COc1ccc(C2CCCN2C(=S)Nc2ccc(C)cc2Cl)cc1OC (stereo unspecified)	-32	2	-2	15	0	1.4	10	16
Cc1ccccc1-n1c(-c2ccc(Cl)cc2)cnc1SCC(=O)NC1CCS(=O)(=O)C1 (stereo unspecified)	-5	30	10	1	-5	-1.3	7	24
Cc1c(C(=O)C(=O)NCCC2=CCCCC2)c2ccccc2n1C	-4	17	30	-5	0	-2.2	3	7

Structural class: those above containing a halogen.
SMILES	697 NFkB inh	tim10-1 inh	TIM10 inh	Mdm2 MdmX PPI	UPR XBP1 act	CHOP UPR activ	Jurkat NFkB inh	tim23-1 inh
Cc1cc(F)ccc1S(=O)(=O)N1CCCCC1CCNC(=O)C(=O)NCCN1CCOCC1 (stereo unspecified)	7	22	14	21	0	3.2	4	8
O=C(O)C1=C[C@H](c2ccc(C(F)(F)F)cc2)C[C@H](OCc2ccc(CO)cc2)O1	10	19	15	16	0	-0.3	22	21
O=C(C1=NN[C@@H]2C(=O)N(c3cccc(F)c3)C(=O)[C@H]12)c1ccc2ccccc2n1	0	12	6	6	0	1.7	-5	20
CC[C@@]1(c2ccccc2OC)ON(c2ccccc2C(F)(F)F)C1=O	8	5	34	89*	2	12	3	57*
COc1ccccc1CCN=C(N)NS(=O)(=O)c1ccccc1F	-4	-1	-5	23	-6	-0.3	-12	3
COc1ccc(C2CCCN2C(=S)Nc2ccc(C)cc2Cl)cc1OC (stereo unspecified)	-32	2	-2	15	0	1.4	10	16
Cc1ccccc1-n1c(-c2ccc(Cl)cc2)cnc1SCC(=O)NC1CCS(=O)(=O)C1 (stereo unspecified)	-5	30	10	1	-5	-1.3	7	24

The list goes on.
SMILES	697 NFkB inh	tim10-1 inh	TIM10 inh	Mdm2 MdmX PPI	UPR XBP1 act	CHOP UPR activ	Jurkat NFkB inh	tim23-1 inh
COC(=O)c1c(NC(=O)C2COc3ccccc3O2)sc2c1CCN(Cc1ccccc1)C2 (stereo unspecified)	-1	23	24	11	1	0.2	29	23
CCCn1c(=O)c(C(=O)NNS(=O)(=O)c2ccc(C)cc2)c(O)c2ccccc21	-8	11	3	51*	-1	0.0	-11	22
CC(=O)c1cc(F)ccc1OCC(=O)N1CCN(c2ccc(F)cc2)CC1	36*	8	-11	10	0	-0.3	18	-3
COc1cc(NC(=O)CSCc2ccc(Cl)cc2Cl)c(C(=O)O)cc1OC	-14	-12	0	8	-6	-1.0	-16	11
CC1CCC2C(=O)N(c3ccc(Cc4ccncc4)cc3)C(=O)C2C1 (stereo unspecified)	-18	27	-1	-9	0	4.0	8	19
CCOC(=O)c1c(NC(=O)C2C3C=CC(C3)C2C(=O)O)sc2c1CC(C)CC2 (stereo unspecified)	-7	18	18	10	-3	-3.1	21	19
CCc1c(C)nc2cc(C)[nH]n2c1=O	3	-5	2	9	4	-0.8	5	-1
COc1ccc(NC(=O)CCn2c(=O)c3cccn3c3ccccc32)c(OC)c1	25	31	-6	-9	-3	2.7	1	22
COc1ccc(-n2nc(C(=O)NCC(=O)Nc3cc(OC)c(OC)c(OC)c3)c3ccccc3c2=O)cc1OC	31	2	9	70*	3	5.7	57*	-4
COc1ccc(Cc2nnc(SCC(=O)c3cccc([N+](=O)[O-])c3)n2C)cc1	19	24	20	12	-4	-0.7	8	16
CCOc1ccc(NC(=O)c2csc3c2CCCC3)cc1	-121	14	-9	-86	6	2.2	-132	16
CC(=O)Nc1ccc(NC(=O)CN2C(=O)NC3(CCCCCCC3)C2=O)cc1	6	-12	-4	19	-1	1.6	1	1
Nc1c(CO)nnn1-c1ccccc1	7	-8	2	-5	-4	-1.2	3	4
COC(=O)c1ccccc1NS(=O)(=O)c1ccc2c(c1)oc(=O)n2C	9	22	0	18	0	-1.8	4	12
CCCOC(=O)c1c(NC(=O)CCCn2nc([N+](=O)[O-])cc2C)sc(C(=O)OC)c1C	-33	15	16	10	-2	4.1	9	12
O=C(Nc1ccccc1SCC1CSc2nc3ccccc3c(=O)n21)c1cccc(Cl)c1 (stereo unspecified)	-161	-1	4	77*	-1	1.1	-23	5
COc1cccc(/C=N/NC(=O)c2oc3nc(-c4ccccc4)cc(-c4ccco4)c3c2N)c1	5	-6	1	24	1	3.5	-9	3
CC(C)(C)c1cc2cccnc2n1Cc1cccc(Cl)c1	-14	-34	-27	3	0	-1.4	-14	-31
O=C(CSc1ncnc2sccc12)Nc1ccccc1F	3	11	-3	19	2	-0.1	-8	4
O=C(COC(=O)c1cccc(S(=O)(=O)N2CCOCC2)c1)NCCc1ccccc1	14	4	2	19	0	-0.3	6	-11
Cc1cc(C(=O)NC2CCN(Cc3ccccc3)CC2)n[nH]1	10	10	-8	20	-5	0.8	6	7
O=C(CN1C(=O)C2CC=CCC2C1=O)Nc1ccc(F)cc1F (stereo unspecified)	12	5	3	25	-4	0.9	-1	13
O=C(CCNS(=O)(=O)c1cccc2nonc12)NCc1cccs1	-4	17	-8	-4	-1	-1.0	-15	18
COc1ccc(CNC(=O)c2sc3nc4c(c(C(F)(F)F)c3c2N)CCC4)cc1OC	-6	15	23	22	0	-0.1	-8	32
CN(C)/C(=N\S(=O)(=O)c1ccc(Br)cc1)c1ccccc1	11	0	-3	4	0	-0.5	1	8

Following part:
SMILES	697 NFkB inh	tim10-1 inh	TIM10 inh	Mdm2 MdmX PPI	UPR XBP1 act	CHOP UPR activ	Jurkat NFkB inh	tim23-1 inh
Cc1cccc(-c2ncc(CN3CCCC(CO)(Cc4ccccc4C)C3)cn2)c1 (stereo unspecified)	-8	22	28	16	-2	0.2	-4	10
Cc1nc2ccc(-c3ccccc3)cc2o1	4	-1	8	15	-2	2.3	-4	25
OCCC1CN(Cc2ccccc2OC2CCCC2)CCN1Cc1ccsc1 (stereo unspecified)	-1	19	12	21	0	-1.3	4	8
COCCCN1C(=O)c2ccc(C(=O)OCC(=O)N(C)c3ccccc3)cc2C1=O	13	8	8	-7	-1	7.3	-8	14
COc1ccc(/C=N/NC(=O)c2cccnc2)cc1CN1CCCc2ccccc21	25	24	15	10	4	1.6	2	25
CN(Cc1c(C(=O)N/N=C/c2ccc(O)cc2)nnn1-c1nonc1N)C1CCCCC1	-29	10	11	-2	7	4.2	5	-7
C/C(=N\NC(=O)c1cccc(N/N=C(\C)c2ccncc2)c1)c1ccncc1	16	10	-7	20	-2	-1.4	-10	12
CCSc1ccc([C@@H]2[C@@H]3C(=O)N(C)C(=O)[C@@H]3[C@]3(C(=O)OC)CCCCN23)cc1	-30	23	-9	9	0	-1.0	0	-12
COc1ccc(C(=O)NCCn2cc(SCC(=O)Nc3cc(C)on3)c3ccccc32)cc1OC	12	7	-11	18	-2	-0.2	-5	4
O=C(CN(CC1CCCO1)C(=O)c1nsc(Cl)c1Cl)NC1CCCC1 (stereo unspecified)	22	18	6	11	1	0.2	2	10
Cc1ccc(CNC(=O)C2CCC(=O)N(C3CCCC3)C2)c(F)c1F (stereo unspecified)	0	18	-6	-9	0	3.4	17	14
O=C(NNC(=O)c1ccccc1F)c1ccc2[nH]c(=O)c(=O)[nH]c2c1	-9	-4	-2	-11	0	2.8	9	-14
CCOc1ccc(N(CC(=O)NCc2cccnc2)S(=O)(=O)c2ccc(F)cc2)cc1	15	4	-7	-20	-3	0.5	0	7
CCOc1c(OC)cc(C2C(C#N)=C(N)Oc3n[nH]c(-c4ccncc4)c32)cc1OC (stereo unspecified)	-10	-1	2	-4	-3	-0.9	-1	19
FC(F)(F)c1cnc(NNC(=S)Nc2ccccc2Cl)c(Cl)c1	-28	20	18	86*	2	-0.7	-3	22
CC(C)(C)n1nc2c(c1NC(=O)c1ccccc1S(=O)(=O)C(F)F)CS(=O)(=O)C2	1	-9	2	18	-1	0.6	-2	-4
COC(=O)c1sccc1NC(=O)c1ccc(C)s1	-6	21	11	8	0	-1.1	-10	7
c1ccc(C2(CN3CCNC[C@H]3Cc3cccc4ccccc34)CC2)cc1	13	13	8	53*	8	0.9	2	10
CCOC(=O)C1(CCOc2ccccc2)CCN(Cc2cccn2-c2ncccn2)CC1	-5	-8	-15	32	-1	-2.0	12	-12
O=C(CN1CCN(S(=O)(=O)/C=C/c2ccccc2)CC1)NC(=O)NCc1ccco1	18	17	9	-11	-4	-2.5	8	29
COc1ccc(OC)c(CN2CCN(Cc3cc(OC)c(OC)c(OC)c3)CC2)c1	-17	-13	0	-15	-3	1.2	0	-3
CCC(=O)Nc1cc(NC(=O)CSc2nnc(C(C)C)n2CC)ccc1C	9	14	-2	4	-2	-0.6	-3	2
